Screens as filed in PubChem BioAssay.
MC4R ag barr: agonists of human melanocortin 4 receptor (MC4R) beta-arrestin. P32245. U2OS MC4R beta-arrestin complementation, luminescence; percent of melanotan II response, DMSO zero. activation, % at 8.9 µM. hit rate 0.98% among 360,000. AID 540308;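 active means activation above a per-plate cutoff, the mean activation of sample wells on that plate plus 3 SD, cut at about 8% in these data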
Glyco luc inh: blocks N-linked glycosylation in D54 reporter cells. hit rate 0.23% among 360,000. D54 ERlucT glycosylation luciferase reporter, 24 h; percent of 100 nM tunicamycin response. reporter increase, % at 12.5 µM;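 active means mean luciferase reporter signal, scaled so untreated is 0 and the glycosylation-blocking control 100, at or above a set limit in every replicate; inconclusive means mean reaches the limit but not every replicate does; inactive means mean below the limit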;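 further: luciferase carries N-glycosylation sites so blocking glycosylation raises the light; 0% = median of neutral control wells and 100% = median of 100 nM tunicamycin wells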
Cardio protect: myocardial damage modulation in H9c2 cells; H9c2 cardiomyocytes, H2O2 injury protection, ATPLite, 2 h; protection from H2O2 cell death, % at 20 µM; hit rate 0.63% among 360,000; AID 588492;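 active means compounds giving at least 50% protection of heart cells from peroxide-induced death in the single-dose screen, raw or plate-pattern-corrected value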;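 further: 0% = DMSO wells with peroxide and 100% = DMSO wells without peroxide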
PDI turbidity: inhibitors of human protein disulfide isomerase | P07237 | PDI insulin aggregation turbidity, A650, 90 min | inhibition, % at 10 µM | hit rate 0.052% among 350,000 | AID 588391;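 active means mean inhibition across replicates of 30% or more, whatever share of single replicates reach that level; inconclusive means mean inhibition below 30% while every single replicate reaches 30%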;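 further: absorbance from insulin aggregation driven by PDI reduction with DTT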
CaV13 ICDI inh: Primary screen for inhibitors of IQ motif and Ca2+-dependent inactivation inhibitor domain binding in CACNA1D, Förster resonance energy transfer in living cells, … | hit rate 0.098% among 340,000 | inhibition, % at 12.3 µM | HEK cells, CFP/YFP FRET ICDI-IQ, plate reader, 10 min; percent FRET-ratio fall versus neutral wells;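 active means mean replicate inhibition of at least 30% and at least 1% of replicates passing that level; inconclusive means only one of the two criteria is met; inactive means neither criterion is met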;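 further: 0% = median of the neutral control wells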
MC4R antagonist: human MC4R antagonism in cAMP assay | P32245 | MC4R-expressing cells, MTII-stimulated cAMP, LANCE TR-FRET | inhibition, % at 6.5 µM | AID 540295 | hit rate 0.48% among 360,000;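 active means inhibition above its plate's cutoff, the mean of tested wells on that plate plus 3 SD, cut at about 29% in these data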;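 further: 0% = Melanotan II alone and 100% = Melanotan II plus saturating MCL0020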
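Assay system: U2OS-MC4R stable cell line; Also added: Melanotan II; Technique: Eu-cAMP/anti-cAMP TR-FRET, emission 671 nm; Times: 30-min compound, 1-h challenge, 1-h detection, room temperature.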
Vif imaging: blocks HIV Vif function. HEK293T cells, Vif self-association by quenched fluorescence, imaging, 24 h. inhibition, % at 7.49 µM. hit rate 0.35% among 340,000. AID 602346; in the data active means inhibition above about 50%, passing the limit was not always enough; inconclusive means no clear call, values can overlap the other calls; inactive means below about 31%; further: some results filed as inactive read as strong as hits
m5-HT2A agonist: mouse HTR2A agonism via beta-arrestin recruitment. P35363. CHO-K1 mHTR2A beta-arrestin complementation, luminescence; percent of 30 µM serotonin response. activation, % at 7.6 µM. hit rate 0.66% among 360,000. AID 624169;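 active means activation above a run cutoff, the mean activation of all tested compounds plus 3 SD, cut at about 14% in these data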;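 further: 0% = plate median of compound wells and 100% = 30 µM serotonin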
aDG glyco act: alpha-DG glycosylation activation | Pro5-aDG cells, alpha-DG glycosylation AlphaScreen (IIH6); 0% Pro5, 100% B10-LARGE cell signal | AID 624168 | activation, % at 10 µM | hit rate 0.22% among 360,000;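 active means activation of at least 8% versus controls, or a plate z-score of at least 8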;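 further: Pro5 are CHO cells carrying HIG-tagged alpha-DG that lacks glycosylation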
ABCB6 inh 2: blocks the human ABCB6 transporter; Q9NP58; K562-ABCB6 porphyrin accumulation, flow cytometry, 1 h; active compounds read low; fluorescence ratio to DMSO, % at 10 µM; hit rate 0.19% among 360,000; AID 602162;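 active means fluorescence ratio to DMSO below 75%, the collection mean minus 3 SD; inconclusive means too few cells collected in the well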;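 further: signal is porphyrin accumulated inside mitochondria; 100% equals median channel fluorescence of DMSO control wells; lower ratio means ABCB6 inhibition with less porphyrin fluorescence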
Target sequence (Q9NP58 whole entry, looked up): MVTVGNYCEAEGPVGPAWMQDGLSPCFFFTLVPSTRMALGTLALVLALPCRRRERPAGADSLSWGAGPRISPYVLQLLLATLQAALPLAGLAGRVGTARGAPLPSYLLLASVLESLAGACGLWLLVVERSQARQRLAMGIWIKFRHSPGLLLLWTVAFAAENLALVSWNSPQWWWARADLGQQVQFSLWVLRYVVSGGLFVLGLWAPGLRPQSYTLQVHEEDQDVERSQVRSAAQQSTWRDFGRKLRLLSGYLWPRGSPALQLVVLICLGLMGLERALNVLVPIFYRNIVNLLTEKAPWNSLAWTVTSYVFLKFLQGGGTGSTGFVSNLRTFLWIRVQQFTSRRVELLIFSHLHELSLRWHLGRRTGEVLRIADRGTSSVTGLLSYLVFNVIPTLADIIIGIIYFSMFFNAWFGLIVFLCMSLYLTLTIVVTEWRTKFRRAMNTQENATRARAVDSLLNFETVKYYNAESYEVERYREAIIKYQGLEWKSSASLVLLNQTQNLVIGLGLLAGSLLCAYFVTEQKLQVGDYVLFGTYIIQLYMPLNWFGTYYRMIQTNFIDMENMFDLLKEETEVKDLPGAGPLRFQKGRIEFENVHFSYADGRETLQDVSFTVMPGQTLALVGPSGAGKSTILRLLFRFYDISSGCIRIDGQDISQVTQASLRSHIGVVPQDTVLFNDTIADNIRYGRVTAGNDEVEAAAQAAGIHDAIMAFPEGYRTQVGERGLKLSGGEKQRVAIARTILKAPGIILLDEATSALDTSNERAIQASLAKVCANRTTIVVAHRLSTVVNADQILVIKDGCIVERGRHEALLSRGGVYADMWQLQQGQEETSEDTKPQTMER
* = called active by the depositor; ? = inconclusive; · = not tested or not shown.

SMILES	MC4R ag barr	Glyco luc inh	Cardio protect	PDI turbidity	CaV13 ICDI inh	MC4R antagonist	Vif imaging	m5-HT2A agonist	aDG glyco act	ABCB6 inh 2
Cc1ccc(S(=O)(=O)N2CCCCC2)cc1NC(=O)COc1ccccc1F	1.0	-2	-7	0	-5	4	4	-3	0.7	102
CCCNc1nc(C)nc2c1cnn2CCc1ccccc1	-1.9	1	3	-4	-5	-1	?	-1	0.0	98
Cc1cccc(C2c3[nH]c4ccccc4c3CCN2Cc2ccc(C)s2)n1 (stereo not drawn)	-0.2	1	-16	22	-6	8	1	-5	0.0	103
O=C1c2ccccc2-c2nnc(-c3ccc(F)cc3)cc21	-2.2	-11	-21	-2	-5	-1	9	-3	4.4	101
Cc1onc(-c2c(Cl)cccc2Cl)c1C(=O)N1CCN(Cc2ccccc2)CC1	0.3	-2	-1	0	-7	5	4	10	0.1	96
Cc1cc(C)cc(Oc2ccccc2/C=C\C(=O)O)c1	1.7	0	2	0	-3	5	7	2	-0.1	104
Cn1c2ccccc2c2cc(/C=N/NC(=O)c3ccc(N)cc3)ccc21	-4.0	11	25	-1	-6	1	1	-6	-0.1	93
O=C(Cc1cccs1)NC(c1ccccc1)c1ccccc1	-1.5	1	-4	5	-4	-3	-2	-4	0.2	99
COc1ccccc1NC(=O)c1c(Nc2ccccc2F)sc(C(=O)Nc2cccc(Cl)c2)c1N	-2.7	-9	-21	-19	-5	0	0	-3	0.0	97
COc1ccc(C(=O)C[n+]2cccc(Br)c2)cc1	-3.4	1	-2	-3	-14	-1	-10	5	-0.1	102
CCOCCCNS(=O)(=O)c1ccc(NC(=O)c2ccc(OC)c([N+](=O)[O-])c2)cc1	0.9	0	-5	-3	11	25	7	1	0.7	99
CCC(C)C1NC(=S)N(Cc2ccccc2)C1=O (stereo not drawn)	-1.6	-3	-2	7	·	4	-7	-4	0.2	96
CCCc1nc2oc3c(NCC(C)O)ncnc3c2c2c1CCCC2 (stereo not drawn)	-0.2	7	20	5	-5	4	-5	-2	-0.2	89
COCC(C)n1c(SCC(=O)c2cc(C)n(C)c2C)nc2ccccc2c1=O (stereo not drawn)	-1.6	-1	21	-5	-2	4	0	-7	0.8	105
CC1(c2cccs2)CC(c2cccs2)=C(C#N)C(=O)N1 (stereo not drawn)	0.4	-2	13	-4	-9	-5	·	2	-0.4	97
CC1(C)Cc2c(c(N3CCOCC3)nc3sc(-c4ccc(C(=O)O)o4)c(N)c23)CO1	-0.5	0	25	-11	-3	-8	·	1	-0.4	359
Cc1cccc(NC(=S)NCCc2ccccc2)c1C	-1.9	-2	13	1	-4	3	1	-3	0.1	101
O=C1CC(N2CCN(S(=O)(=O)c3ccccc3F)CC2)C(=O)N1c1ccccc1Cl (stereo not drawn)	0.8	1	-3	0	-2	9	1	-2	-0.1	98
CCCc1cc(C(=O)N2CCCC(Cc3ccccc3C)(C(=O)OCC)C2)no1 (stereo not drawn)	-0.4	0	-2	-2	-3	4	-4	-4	0.1	101
CCCNC(=O)Cc1c(C)n(C(=O)c2ccc(Cl)cc2)c2ccc(OC)cc12	-2.8	-3	-2	11	-6	9	-24	0	-0.1	91
CC(Oc1ccccc1)C(=O)N1CCC2(CC1)CC(=O)c1ccccc1O2 (stereo not drawn)	-0.8	-3	3	-11	-4	2	-7	-3	0.4	98
COCc1cc(C)nc(SCC[N+](C)(C)CC(=O)Nc2ccccc2)c1C#N	0.2	-1	-4	2	·	5	10	-5	-0.1	99
CCc1sc(C(=O)Nc2ncccc2O)cc1C	-2.4	-20	-11	5	-5	1	7	0	-0.2	91
Cc1nn(C)c(C)c1CCC(=O)N1CCCC(N2CCN(c3ccc(F)cc3)CC2)C1 (stereo not drawn)	-1.2	0	-3	4	-9	7	-7	-5	0.2	104
O=C(Cn1cc2c(n1)CCCC2)NCC1CCCO1 (stereo not drawn)	-0.3	0	-6	·	-2	9	-2	3	0.1	100
Cc1noc(C)c1C(=O)OCC(=O)c1c(N)n(CC(C)C)c(=O)n(C)c1=O	-2.0	3	-9	11	-5	4	17	-1	0.1	97
COc1ccc2c(c1)NC(C)(C)C=C2C	-1.0	2	-11	-6	-6	5	·	1	0.5	108
Cn1c(SCC(=O)NCCc2ccccc2)ncc(C(=O)Nc2ccc(F)cc2)c1=O	-0.8	3	-10	-9	-6	7	6	8	-0.2	98
Cc1cc(Cl)ccc1NC(=S)N1CCN(C(=O)C2CCCO2)CC1 (stereo not drawn)	-2.6	4	0	-10	-5	5	5	0	-0.1	95
COC(=O)C(C)(C)ONC(=O)Nc1ccc([N+](=O)[O-])cc1	-1.9	-1	-2	-2	6	6	5	-1	-0.5	100

Sorted by length of the SMILES (highest first): some entries from above.
SMILES	MC4R ag barr	Glyco luc inh	Cardio protect	PDI turbidity	CaV13 ICDI inh	MC4R antagonist	Vif imaging	m5-HT2A agonist	aDG glyco act	ABCB6 inh 2
Cc1noc(C)c1C(=O)OCC(=O)c1c(N)n(CC(C)C)c(=O)n(C)c1=O	-2.0	3	-9	11	-5	4	17	-1	0.1	97
O=C(Cn1cc2c(n1)CCCC2)NCC1CCCO1 (stereo not drawn)	-0.3	0	-6	·	-2	9	-2	3	0.1	100
CCc1sc(C(=O)Nc2ncccc2O)cc1C	-2.4	-20	-11	5	-5	1	7	0	-0.2	91

Exported with two lines to a compound: part of the list above
The line under a structure holds: MC4R ag barr, Glyco luc inh, Cardio protect, PDI turbidity, CaV13 ICDI inh, MC4R antagonist, Vif imaging, m5-HT2A agonist, aDG glyco act, ABCB6 inh 2
COc1ccc2c(c1)NC(C)(C)C=C2C
  -1.0, 2, -11, -6, -6, 5, ·, 1, 0.5, 108
Cn1c(SCC(=O)NCCc2ccccc2)ncc(C(=O)Nc2ccc(F)cc2)c1=O
  -0.8, 3, -10, -9, -6, 7, 6, 8, -0.2, 98
Cc1cc(Cl)ccc1NC(=S)N1CCN(C(=O)C2CCCO2)CC1 (stereo not drawn)
  -2.6, 4, 0, -10, -5, 5, 5, 0, -0.1, 95

Among those listed so far, these have a nitro group on carbon:
SMILES	MC4R ag barr	Glyco luc inh	Cardio protect	PDI turbidity	CaV13 ICDI inh	MC4R antagonist	Vif imaging	m5-HT2A agonist	aDG glyco act	ABCB6 inh 2
CCOCCCNS(=O)(=O)c1ccc(NC(=O)c2ccc(OC)c([N+](=O)[O-])c2)cc1	0.9	0	-5	-3	11	25	7	1	0.7	99
COC(=O)C(C)(C)ONC(=O)Nc1ccc([N+](=O)[O-])cc1	-1.9	-1	-2	-2	6	6	5	-1	-0.5	100

Next entries follow:
SMILES	MC4R ag barr	Glyco luc inh	Cardio protect	PDI turbidity	CaV13 ICDI inh	MC4R antagonist	Vif imaging	m5-HT2A agonist	aDG glyco act	ABCB6 inh 2
CN(CCc1ccccn1)C(=O)Nc1cccc(Cl)c1	-1.3	2	0	1	-3	14	6	-2	-0.2	98
CCOC(=O)C1=C(c2ccccc2)NC(=O)NC1c1cc(OC)c(OC)c(OC)c1 (stereo not drawn)	-2.0	-2	1	10	-7	0	1	0	0.4	98
Cc1cc(=S)cc(C)n1CCO	-2.2	-1	-1	10	-5	-2	17	6	-0.2	97
CC(C)NC1CS(=O)(=O)CC1O (stereo not drawn)	-1.1	1	-6	-26	-9	-4	7	2	0.0	98
NC(=O)c1sc2nccc(Nc3ccccc3)c2c1N	-0.7	-9	5	14	-5	0	-3	5	0.1	95
O=C(NNC(=O)C1CCCC1)c1ccc(F)cc1	0.6	0	8	5	-8	0	-1	-1	0.1	99
C1=CCC(CN2CCN(C3CCCCCC3)CC2)CC1 (stereo not drawn)	-0.6	1	0	5	-20	0	2	4	0.1	99
CCOC(=O)C1=C(C)N=C2SC(C)C(=O)N2C1c1ccccc1 (stereo not drawn)	-0.5	1	11	-4	-3	1	-3	-3	0.1	97
O=C(Nc1cccc(S(=O)(=O)N2CCCCCC2)c1)c1ccc2c(c1)OCO2	2.6	-1	-10	-7	-5	8	-4	1	0.1	93
CC(C)OC(=O)c1nnn(-c2nonc2N)c1CSc1ccccn1	2.2	0	0	2	-1	-1	24	-5	-0.2	96
Cc1cccc(-c2nn(-c3ccccc3)cc2C(=O)Nc2cccc(S(=O)(=O)NC3=NCCC3)c2)c1	-4.1	2	9	2	-2	-1	-20	0	-0.2	100
COc1cccc(-n2cnnc2SC(C)C(=O)NC2CCCC2)c1 (stereo not drawn)	-0.2	2	1	4	-7	11	-1	1	0.2	95
CC(=O)c1ccc(N2CCN(C(=O)c3cn(Cc4ccccc4)nc3-c3cccnc3)CC2)c(F)c1	0.2	2	0	6	-6	16	4	0	0.1	98
COc1ccc(-c2cccc(-c3cc(=O)oc4cc5c(cc34)OCO5)c2)cc1	-1.8	0	-8	-2	-6	-13	?	8	0.1	96
CCCc1nnc(SCC(=O)NC2CC2)n1C	0.1	2	2	-6	-4	-4	13	5	0.1	95
O=C(NCCCN1CCOCC1)c1ccc(CSc2ccc(Cl)cc2)cc1	0.8	-5	-4	0	-15	3	5	-8	0.0	88
Cc1ccc(N(C(=O)c2ccc(S(=O)(=O)N3CCOCC3)cc2)C2C=CS(=O)(=O)C2)cc1 (stereo not drawn)	1.2	-3	10	16	-9	2	2	5	-0.2	93
O=C(N/N=C/c1ccc2c(c1)OCO2)C(=O)Nc1ccccc1Cl	3.2	-2	-3	3	·	12	28	0	0.1	98
O=S(=O)(N/N=C\c1cn(-c2ccccc2)nc1-c1ccccc1)c1ccccc1	-1.1	2	-5	-2	·	16	-4	-4	-0.2	95
CCCCCn1c(N)c(-c2nc3ccccc3s2)c2c([N+](=O)[O-])nn(C)c(=O)c21	2.9	-4	-16	10	-8	-5	3	8	-0.3	95
O=C(COc1ccc(Cl)cc1)N1CCN(S(=O)(=O)c2cc(F)ccc2F)CC1	0.7	1	-6	-2	-3	8	·	1	0.1	101
Cc1cccc(C(=O)Nc2cc(NC(=O)c3cccs3)ccc2C)c1	-0.1	-7	-2	0	-21	5	-1	-1	0.1	103
O=C(O)CCS(=O)(=O)Cc1cccc(Cl)c1	1.2	1	2	-15	-7	6	-4	-3	-0.3	99
O=C(c1cc2ccccc2oc1=O)N(c1ccccc1)C1C=CS(=O)(=O)C1 (stereo not drawn)	-0.4	-5	9	8	-4	-3	15	1	0.3	99
CCc1sc(N)nc1-c1ccccc1	-0.9	2	12	0	-5	1	-2	5	-0.1	96
Cc1cc(C(=O)Nc2sc(C)c(C)c2C#N)no1	2.3	0	0	7	-3	17	6	0	-0.2	96
